# Bioassay records: PubChem BioAssay, The Scripps Research Institute Molecular Screening Center
# ZTA DNA inh = ZTA (EBV) inhibition in EBNA-1 counter-screen. P03206. inhibition, % at 11 µM. 320,000 tested, 0.15% active. ZTA-DNA binding, fluorescence polarization; in the data active = inhibition above about 33%
# Target sequence (P03206 whole entry, looked up): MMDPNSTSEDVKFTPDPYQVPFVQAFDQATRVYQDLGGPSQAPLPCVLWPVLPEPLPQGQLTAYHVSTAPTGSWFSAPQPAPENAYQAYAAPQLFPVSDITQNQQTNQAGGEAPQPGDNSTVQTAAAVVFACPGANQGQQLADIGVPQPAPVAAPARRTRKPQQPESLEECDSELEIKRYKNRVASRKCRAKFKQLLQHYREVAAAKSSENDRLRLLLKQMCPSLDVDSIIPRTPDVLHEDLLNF
# PAFAH1B3 FP inh = blocks human PAF acetylhydrolase 1B catalytic subunit 3 | inhibition, % at 3.39 µM | AID 492972 | recombinant PAFAH1B3, FP-rhodamine probe, fluorescence polarization | 340,000 tested, 0.28% active;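 active = inhibition above the screen-wide average of all tested compounds plus 3 SD, cut at about 25% in these data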;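 note: 0% = enzyme with DMSO only and 100% = wells lacking PAFAH1B3 protein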
# Target sequence (Q15102 whole entry, looked up): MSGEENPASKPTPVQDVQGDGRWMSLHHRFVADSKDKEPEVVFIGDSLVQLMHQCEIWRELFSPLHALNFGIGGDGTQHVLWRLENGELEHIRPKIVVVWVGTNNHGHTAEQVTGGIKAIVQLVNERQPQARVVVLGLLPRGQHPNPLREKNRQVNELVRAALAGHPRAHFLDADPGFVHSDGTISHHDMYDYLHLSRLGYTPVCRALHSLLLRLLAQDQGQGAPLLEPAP
# LYPLA1 counter = LYPLA1 (human) inhibition in PME1 counter-screen; O75608; recombinant LYPLA1, FP-Rh probe fluorescence polarization; inhibition, % at 5.9 µM; 320,000 tested, 0.16% active; AID 2174;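 active = inhibition above the mean of all tested compounds plus 3 SD, set per campaign, cut at about 14% in these data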;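 note: inhibitors block serine hydrolase probe labeling of LYPLA1 so polarization falls; 0% = enzyme with DMSO and 100% = wells lacking LYPLA1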
# Target sequence (O75608 whole entry, looked up): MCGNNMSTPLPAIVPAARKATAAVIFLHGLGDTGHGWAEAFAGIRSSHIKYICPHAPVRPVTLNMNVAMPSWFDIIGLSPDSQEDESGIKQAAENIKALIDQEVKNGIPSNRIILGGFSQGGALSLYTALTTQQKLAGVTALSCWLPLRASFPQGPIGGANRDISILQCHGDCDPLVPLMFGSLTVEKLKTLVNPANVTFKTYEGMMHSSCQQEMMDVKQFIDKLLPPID
# pPAFAH FP inh = pPAFAH (human) enzyme inhibition | Q13093 | 330,000 tested, 1.5% active | inhibition, % at 3.39 µM | recombinant pPAFAH, FP-rhodamine probe fluorescence polarization;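 active = inhibition above the mean inhibition across the screen plus 3 SD, cut at about 25% in these data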;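 note: inhibitors block binding of the rhodamine activity-based probe so polarization drops; 0% = enzyme with DMSO and 100% = wells lacking pPAFAH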
# PAFAH2 FP inh = inhibitors of human PAFAH2; Q99487; recombinant PAFAH2, FP-rhodamine activity probe, fluorescence polarization; inhibition, % at 3.39 µM; 340,000 tested, 0.99% active; AID 492956;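 active = inhibition above the mean over all tested compounds plus 3 SD, cut at about 30% in these data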;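 note: inhibitors block probe labeling of enzyme so polarization drops; 0% = enzyme with DMSO and 100% = wells lacking PAFAH2 protein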
# PREPL inh = inhibits the human prolyl oligopeptidase-like enzyme; Q4J6C6; recombinant PREPL, fluorescence polarization activity-based probe; inhibition, % at 5.96 µM; 320,000 tested, 0.68% active; in the data active = inhibition above about 43%;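 note: 0% = enzyme with DMSO and 100% = wells lacking enzyme; many of its hits are not listed in these tables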
# PAFAH1B2 inh = PAFAH1B2 (human) inhibition; P68402; recombinant PAFAH1B2, FP-rhodamine activity probe, fluorescence polarization; inhibition, % at 3.39 µM; 340,000 tested, 1.2% active; AID 492953;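 active = inhibition above the mean of all tested compounds plus 3 SD, cut at about 24% in these data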;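 note: 0% = enzyme with DMSO and 100% = wells lacking PAFAH1B2; many of its hits are not listed in these tables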
# EBNA-1 inh = blocks EBNA-1 binding to DNA. EBNA-1 DNA binding, fluorescence polarization. inhibition, % at 14.8 µM. 300,000 tested, 0.34% active; in the data active = inhibition above about 28%
# LYPLA2 counter = counter-screen for PME1 inhibitors: inhibitors of human LYPLA2; O95372; recombinant LYPLA2, FP-Rh probe fluorescence polarization; inhibition, % at 5.9 µM; 320,000 tested, 0.38% active; AID 2177;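 active = inhibition above the screen-wide mean plus 3 SD, limit set per campaign, cut at about 26% in these data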;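 note: 0% = LYPLA2 with DMSO and 100% = wells lacking LYPLA2 enzyme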
# Target sequence (O95372 whole entry, looked up): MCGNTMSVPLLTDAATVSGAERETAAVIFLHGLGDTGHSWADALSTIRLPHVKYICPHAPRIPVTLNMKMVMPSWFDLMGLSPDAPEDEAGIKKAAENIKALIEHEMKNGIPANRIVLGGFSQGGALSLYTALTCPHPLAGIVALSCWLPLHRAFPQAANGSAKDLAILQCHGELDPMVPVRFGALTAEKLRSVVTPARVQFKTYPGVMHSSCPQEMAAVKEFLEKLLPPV
# Numbers without * were called inactive; . = not tested or not shown. Some of the compounds tested; the hit share may differ from the screen's.
# Values run as follows: ZTA DNA inh	PAFAH1B3 FP inh	LYPLA1 counter	pPAFAH FP inh	PAFAH2 FP inh	PREPL inh	PAFAH1B2 inh	EBNA-1 inh	LYPLA2 counter
- CC1=Nc2ccccc2N=C(NC(=O)c2ccccc2)C1c1ccccc1 (centres undefined)
 : 3	4	-2	1	4	-6	3	-3	2
- Cc1ccc(C(=O)OC(C)C(=O)Nc2ccc(Cl)cn2)s1 (centres undefined)
 : 15	5	2	5	3	-3	0	.	1
- O=C(Oc1ccc2c(c1)OCC2=O)c1ccc(Cl)cc1
 : -6	2	2	3	-7	-4	0	1	3
- c1coc(-c2nc3c4c5c(sc4ncn3n2)CCCC5)c1
 : -14	0	-3	1	9	-7	0	-3	0
- Nc1ccc2c(c1)N=[N+]([O-])c1cc(N)ccc1C2
 : 7	1	5	1	5	-1	4	-3	-1
- COc1ccc(OCCOC(=O)c2ccc(F)c(S(=O)(=O)N3CCOCC3)c2)cc1
 : 9	7	4	7	9	10	7	.	2
- CCOP(=O)(OCC)c1nc(-c2cccc([N+](=O)[O-])c2)oc1N1CCCCC1
 : -4	-5	-2	5	3	0	1	-4	-4
- CC(C)(C)c1ccc(C(=O)Nc2ccc(C=C(C#N)C#N)cc2)cc1
 : -15	-29	0	4	-20	8	-3	-9	-5
- Cc1ccc(CNC(=O)COc2ccc(S(=O)(=O)N3CCCC3)cc2)cc1
 : -2	5	-3	2	3	14	3	12	-1
- CC(NC(=O)Cc1cccc(C(F)(F)F)c1)c1ccc(F)cc1 (centres undefined)
 : -3	4	-1	5	-3	5	6	7	6
- COc1cc2c(cc1NC(=O)c1ccncc1)oc1ccccc12
 : -9	-1	-4	2	-5	-25	1	-2	15
- COc1ccc(NS(=O)(=O)c2ccc(NC(=O)c3ccccn3)cc2)cc1
 : -4	1	-3	6	5	-3	0	.	-3
- CN(C)c1ccc(/C=N/N2C(=S)SC(C)(C)C2N(O)C(=O)Nc2ccc([N+](=O)[O-])cc2)cc1 (centres undefined)
 : -1	11	-3	8	-1	3	16	1	4
- Brc1[nH]nc2ccccc12
 : -14	17	1	-2	0	15	1	-3	-2
- CN(C(=O)CSc1nnc(Nc2ccccc2F)s1)C1CCS(=O)(=O)C1 (centres undefined)
 : .	5	.	6	-2	8	0	.	.
- CCn1ccc(C(=O)NC2=NCCS2)n1
 : -1	3	2	2	-2	-2	2	12	2
- CC(=O)c1cccc(OCC(=O)N2CCCc3ccccc32)c1
 : -12	3	2	1	-4	-2	4	-17	10
- C=CCn1c(CNC(=O)c2cccs2)n[nH]c1=S
 : -19	-2	0	2	6	-6	2	-16	-3
- O[C@@H]1COC(Nc2ccc(N=Nc3ccccc3)cc2)C[C@@H]1O (some centres undefined)
 : 3	.	2	2	.	8	.	-6	-1
- COc1ccc(C(=O)Nc2ccnn2C2CCN(Cc3ccc4nonc4c3)CC2)cc1
 : 9	-1	3	2	-4	11	1	6	11

# Profiles from above:
# Nc1ccc2c(c1)N=[N+]([O-])c1cc(N)ccc1C2 is listed with ZTA DNA inh: 7; PAFAH1B3 FP inh: 1; LYPLA1 counter: 5; pPAFAH FP inh: 1; PAFAH2 FP inh: 5; PREPL inh: -1; PAFAH1B2 inh: 4; EBNA-1 inh: -3; LYPLA2 counter: -1
# CC(C)(C)c1ccc(C(=O)Nc2ccc(C=C(C#N)C#N)cc2)cc1 is listed with ZTA DNA inh: -15; PAFAH1B3 FP inh: -29; LYPLA1 counter: 0; pPAFAH FP inh: 4; PAFAH2 FP inh: -20; PREPL inh: 8; PAFAH1B2 inh: -3; EBNA-1 inh: -9; LYPLA2 counter: -5

# (continued)
# Values run as follows: ZTA DNA inh	PAFAH1B3 FP inh	LYPLA1 counter	pPAFAH FP inh	PAFAH2 FP inh	PREPL inh	PAFAH1B2 inh	EBNA-1 inh	LYPLA2 counter
- CCOC(=O)C1=NN(c2ccc([N+](=O)[O-])cc2)CC1C(=O)OC (centres undefined)
 : -17	-1	0	-2	0	-8	-4	0	0
- COc1ccc2oc(C(=O)OCC(=O)c3ccc4c(c3)OCCO4)c(C)c2c1
 : 9	9	-1	4	-7	0	-5	-1	2
- O=C(CCc1ccccc1)Nc1cc(Cl)ccc1O
 : -1	10	-3	1	21	-4	7	11	2
- C[C@@H]1CC(=O)[C@H]2CC(CO)=CCC[C@@H]2[C@@]1(C)CC/C(=C/CO)CO
 : -8	5	4	1	2	5	6	6	7
- Cc1ccc(Cn2c(C(CO)Nc3nc(-c4ccc(Cl)c([N+](=O)[O-])c4)cs3)nc3ccccc32)cc1 (centres undefined)
 : -19	3	-6	10	2	3	0	-8	-9
- Cc1nn2c([nH]c(=O)c3ccccc32)c1C=O
 : -3	-2	-1	-2	9	15	-1	2	3
- O=C(NCCc1ccccn1)c1cc(-c2cccc3ccccc23)nc2ccccc12
 : 4	-6	0	3	1	1	2	-8	-3
- CC1CCCCN1C(=O)CSc1nc(C2CC2)nc2ccccc12 (centres undefined)
 : 6	3	-2	4	14	-4	5	2	2
- COc1ccc(CCNC(=O)c2ccc(OCc3c(C)noc3C)cc2)cc1OC
 : 3	10	2	3	-3	12	1	.	5
- CC1CCCN(C(=O)CCNC(=O)c2ccccc2Cl)C1 (centres undefined)
 : 0	7	1	1	1	2	-1	-12	2
- CC(O)[C@H]1CNC(=O)C(=O)N1CCc1cc(C(F)(F)F)cc(C(F)(F)F)c1 (some centres undefined)
 : -11	6	3	6	3	13	7	-4	6
- C=CCn1c(SCc2cccc(OC)c2)nnc1-c1ccncc1
 : 6	2	2	-1	-2	3	-3	-2	6
- O=C(COc1ccccc1[N+](=O)[O-])N/N=C/c1ccc[nH]1
 : -1	13	0	6	7	7	7	5	5
- CC(C)NC(=O)COC(=O)c1ccccc1C(=O)c1ccccc1
 : 4	1	2	5	28	-4	-1	0	11
- O=C(Nc1ccccc1C(=O)Nc1ccc2c(c1)OCO2)c1ccco1
 : -14	4	-4	0	4	-13	3	-6	-2
- Cc1cccc(N2CCN(C(=O)c3cc4cc(F)ccc4[nH]3)CC2)c1C
 : -7	0	0	2	-3	10	1	-12	5
- COc1cc(CNc2ccc(O)cc2)cc(Br)c1OCc1ccccc1
 : -7	5	3	35*	10	21	8	4	11
- COc1ccc(CNC(=O)C/C(C)=N/NC(=O)Cc2ccc(OC)c(OC)c2)cc1
 : 1	5	-5	0	-6	6	1	10	-6
- Cc1cccc(S(=O)(=O)c2c(N)n(/N=C/c3cccnc3)c3nc4ccccc4nc23)c1
 : -1	4	-4	-6	-2	12	2	-2	-6
- CC(=O)NC(Cc1cccc(F)c1)C(=O)NC1CCN(C(=O)c2ccc(C)cc2)CC1 (centres undefined)
 : 9	3	-2	3	5	-2	4	-1	1
- COc1cc(/C=C/C(=O)O)cc(S(=O)(=O)Nc2ccccc2Cl)c1OC
 : -5	-7	2	2	7	8	2	4	1
- O=C(CCNS(=O)(=O)c1ccccc1C(F)(F)F)NCc1ccc2c(c1)OCO2
 : -6	6	0	2	0	13	1	-6	-8
- O=C1C(SCCO)=C(SCCO)C(=O)c2ccccc21
 : -9	47*	3	4	50*	30	46*	-5	31*
- O=C(NCCC1CCCCN1S(=O)(=O)c1ccc(F)cc1)C(=O)NCC1CCCO1 (centres undefined)
 : 3	2	-1	2	-2	6	-1	6	-2
- O=C(c1cccc(S(=O)(=O)NCc2ccccc2)c1)N1CCCC1
 : -6	1	-1	4	-4	-1	3	2	1
- CCOC(=O)N1CCC(NC(=O)C(NS(=O)(=O)c2cccc3nsnc23)c2ccccc2)CC1 (centres undefined)
 : -6	6	-4	-6	4	9	6	-4	-9
- COc1ccccc1NC(=O)C1=C(C)Nc2nnnn2C1c1ccncc1 (centres undefined)
 : -8	11	-1	-4	-3	4	2	1	-1
- CC(C)n1c(SCC(=O)Nc2nncs2)nnc1-c1ccco1
 : -1	.	-1	21	.	7	.	3	-5
- CCCC1O[C@@H]2C[C@H]3[C@@H]4CCC5=CC(=O)C=C[C@]5(C)[C@H]4[C@@H](O)C[C@]3(C)[C@]2(C(=O)CO)O1 (some centres undefined)
 : -10	-5	1	6	6	3	3	3	3
- COc1cccc(C2CC(c3cccs3)=NN2C(=O)CSc2nc3ccccc3s2)c1OC (centres undefined)
 : 13	-5	-7	-1	-4	-4	-3	24	-7
- CCOC(=O)N1CCN(C(=O)c2ccc(Cn3c(=S)[nH]c4cc(OCC)c(OCC)cc4c3=O)cc2)CC1
 : 5	-6	-1	-1	2	1	-5	3	2
- COc1ccc(-n2cccc2/C=C2\C(=N)N3N=C(C(C)C)SC3=NC2=O)cc1
 : 3	1	-2	5	11	4	8	8	-2
- COc1ccc(N2C(=O)C3C(C2=O)C3(c2ccccc2)c2ccccc2)cc1 (centres undefined)
 : -14	4	0	-2	-4	-1	3	-9	-4
- Cc1nnc(SCC(=O)NCc2ccccc2)s1
 : -20	-1	-1	4	-2	-6	-2	0	5
- COc1ccc(C(=O)n2nc(C)cc2Nc2ccccc2)cc1
 : 12	2	-1	4	-3	11	5	-12	1
- O=C(CSc1nc2ccccc2[nH]1)NCCN1CCCCC1
 : 10	-2	2	1	5	-5	3	-7	2
- CC1(C)Cc2c(cnn2-c2cccc(F)c2)C(NC(=O)C2CCOCC2)C1 (centres undefined)
 : 2	5	1	4	1	9	0	-1	-2
- COc1ccc(NC(=O)c2ccc3nc[nH]c3c2)cc1
 : 1	4	4	6	1	9	2	-8	3
- COc1ccc(S(=O)(=O)N2CCC(C(=O)NC(c3nc4ccccc4[nH]3)C(C)C)CC2)cc1 (centres undefined)
 : -1	9	-1	-2	-6	-1	2	.	-11
- COc1ccc(CC(=O)OCc2nnc(-c3ccccc3)o2)cc1
 : -3	4	3	9	2	-1	4	-13	-3

# Entries above containing two or more sulfur atoms:
# Values run as follows: ZTA DNA inh	PAFAH1B3 FP inh	LYPLA1 counter	pPAFAH FP inh	PAFAH2 FP inh	PREPL inh	PAFAH1B2 inh	EBNA-1 inh	LYPLA2 counter
- CN(C)c1ccc(/C=N/N2C(=S)SC(C)(C)C2N(O)C(=O)Nc2ccc([N+](=O)[O-])cc2)cc1 (centres undefined)
 : -1	11	-3	8	-1	3	16	1	4
- CN(C(=O)CSc1nnc(Nc2ccccc2F)s1)C1CCS(=O)(=O)C1 (centres undefined)
 : .	5	.	6	-2	8	0	.	.
- C=CCn1c(CNC(=O)c2cccs2)n[nH]c1=S
 : -19	-2	0	2	6	-6	2	-16	-3
- O=C1C(SCCO)=C(SCCO)C(=O)c2ccccc21
 : -9	47*	3	4	50*	30	46*	-5	31*
- CCOC(=O)N1CCC(NC(=O)C(NS(=O)(=O)c2cccc3nsnc23)c2ccccc2)CC1 (centres undefined)
 : -6	6	-4	-6	4	9	6	-4	-9
- CC(C)n1c(SCC(=O)Nc2nncs2)nnc1-c1ccco1
 : -1	.	-1	21	.	7	.	3	-5
- COc1cccc(C2CC(c3cccs3)=NN2C(=O)CSc2nc3ccccc3s2)c1OC (centres undefined)
 : 13	-5	-7	-1	-4	-4	-3	24	-7
- Cc1nnc(SCC(=O)NCc2ccccc2)s1
 : -20	-1	-1	4	-2	-6	-2	0	5
